From PubChem BioAssay
ERAP1 inh: inhibitors of human ERAP1 aminopeptidase; Q9NZ08; inhibition, % at 10.7 µM; AID 652197; recombinant ERAP1, Leu-AMC fluorescence, 60 min; hit rate 0.15% among 340,000;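 active means mean replicate inhibition of at least 30%, or all replicates individually reaching that 30% level; inactive means mean below 30% and not every replicate reaching it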;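 further: 0% = neutral control wells and 100% = L-leucinethiol positive control wells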
RAD52 inh: blocks human RAD52 DNA annealing | P43351 | recombinant RAD52 DNA annealing, FRET fluorescence | inhibition, % at 18.7 µM | hit rate 0.46% among 360,000 | AID 651710;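 active means every replicate showing at least 50% inhibition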
Target sequence (P43351 whole entry, looked up): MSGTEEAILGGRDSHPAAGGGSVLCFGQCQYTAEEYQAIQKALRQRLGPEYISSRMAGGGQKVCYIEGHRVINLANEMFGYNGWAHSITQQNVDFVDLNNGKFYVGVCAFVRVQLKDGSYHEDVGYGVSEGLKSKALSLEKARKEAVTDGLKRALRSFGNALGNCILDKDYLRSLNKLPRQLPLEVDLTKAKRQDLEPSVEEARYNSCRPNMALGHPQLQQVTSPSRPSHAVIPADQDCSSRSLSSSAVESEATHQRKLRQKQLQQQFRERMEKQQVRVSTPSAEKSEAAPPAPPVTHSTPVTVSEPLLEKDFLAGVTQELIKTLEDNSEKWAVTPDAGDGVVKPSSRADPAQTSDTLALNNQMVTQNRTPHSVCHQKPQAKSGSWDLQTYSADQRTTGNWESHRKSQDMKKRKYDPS
E-selectin induc: induces E-selectin expression in human endothelial cells. P16581. HUVEC E-selectin immunofluorescence imaging; normalized: neutral wells 0, TNF-alpha wells 100. activation, % at 7.58 µM. hit rate 0.37% among 260,000. AID 686992;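 active means mean E-selectin-positive cell signal at least 10% of the positive control, reached in at least 60% of replicates, without over 20% cell loss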;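 further: in these data hits start at about 27%; measured in HUVEC primary endothelial cells; signal is the percent of cells scored E-selectin positive by PE staining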
Target sequence (P16581 whole entry, looked up): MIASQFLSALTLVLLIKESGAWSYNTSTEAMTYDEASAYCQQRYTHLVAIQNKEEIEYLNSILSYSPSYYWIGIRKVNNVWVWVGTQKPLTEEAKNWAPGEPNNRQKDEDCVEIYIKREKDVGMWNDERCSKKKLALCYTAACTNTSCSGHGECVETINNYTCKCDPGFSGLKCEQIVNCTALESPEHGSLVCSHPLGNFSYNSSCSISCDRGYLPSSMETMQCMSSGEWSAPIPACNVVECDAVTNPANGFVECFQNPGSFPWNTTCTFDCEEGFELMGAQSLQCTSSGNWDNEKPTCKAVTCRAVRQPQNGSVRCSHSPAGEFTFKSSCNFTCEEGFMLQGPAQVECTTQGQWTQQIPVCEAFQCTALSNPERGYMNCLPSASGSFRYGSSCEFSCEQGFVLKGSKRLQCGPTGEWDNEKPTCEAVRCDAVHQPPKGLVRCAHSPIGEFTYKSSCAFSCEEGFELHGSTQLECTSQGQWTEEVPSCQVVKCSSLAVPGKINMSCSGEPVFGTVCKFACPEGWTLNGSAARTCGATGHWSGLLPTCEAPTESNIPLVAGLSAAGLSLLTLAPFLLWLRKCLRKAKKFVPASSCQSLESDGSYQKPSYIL
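Read-out: % PE-positive cells | Test system: HUVEC | Doses: One compound dose added by pin transfer | Buffer or medium: EGM-2 over gelatin coat | Signal: Immunofluorescence imaging | Benchmarks: TNF-alpha, DMSO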
PglD DTNB: blocks C. jejuni PglD acetyltransferase activity | hit rate 0.098% among 360,000 | inhibition, % at 12.5 µM | purified PglD enzyme, DTNB colorimetric CoA detection | AID 602405; in the data active means inhibition above about 16%, passing the limit was not always enough; further: strong numbers were not always called active
PGC1a acetyl inh: lowers PGC1a acetylation signal in U2OS cells; AlphaScreen anti-acetyl-lysine; with virally co-expressed GCN5 acetyltransferase; inhibition, % at 15.6 µM; hit rate 0.17% among 350,000; AID 651687;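 active means every replicate shows inhibition of at least 40%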;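 further: 0% = neutral control wells and 100% = positive control wells; some results beyond the cut were filed as inactive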
miR122 inh: inhibitors of miR-122 in Huh7 cells. Huh7 miR-122 Renilla luciferase sensor, 48 h; neutral wells = 0, positive control = 100. activation (reporter increase), % at 12.5 µM. hit rate 0.3% among 340,000;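 active means mean replicate activation score at least 90 and every replicate individually at or above 90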;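 further: higher luciferase means less miR-122 activity so hits act as miR-122 inhibitors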
Cneo AK release: causes C. neoformans cell lysis | adenylate kinase release luminescence, 4 h; normalised: neutral wells 0, clomiphene wells 100 | lysis activity, % at 15 µM | AID 651654 | hit rate 0.2% among 360,000;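 active means mean lysis activity across replicates of at least 80%, whatever share of replicates individually reach that level; inactive means mean lysis activity below 80%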
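Signal: Adenylate kinase release luminescence | Assay system: Log-phase Cryptococcus neoformans yeast cells | Input: Cells at 5 × 10^6 per mL | Buffer or medium: Fresh YPD growth medium | Compound: Single dose | Schedule: Static 4 h at 37 °C with compound, 1 h detection | Controls: Clomiphene | Read-out: Luminescence rise reflecting yeast cell lysis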
RAD54 inh: RAD54 (human) branch migration inhibition; hit rate 0.14% among 360,000; AID 602329; inhibition, % at 10.4 µM; Q92698; RAD54 Holliday junction branch migration, FAM/BHQ fluorescence;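 active means mean normalized replicate activity at least 40 and at least half of replicates scoring 40 or more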;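 further: 0% = median of neutral control wells and 100% = median of positive control wells; inhibitors cause a drop in the FAM fluorescence signal; in these data hits start at about 50%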
The depositor's hits bear a star; / = not tested or not shown; & = joins results of further samples; [ ] = remark or other dose. Random draw from the library; overall some 1.4% were active at least once.

SMILES	ERAP1 inh	RAD52 inh	E-selectin induc	PglD DTNB	PGC1a acetyl inh	miR122 inh	Cneo AK release	RAD54 inh
O=C(NCC1COc2ccccc2O1)c1ccc(NC(=O)c2ccco2)cc1 (stereo not given)	/	/	/	6	-14	2	0	6
C[C@@H]1CCCCO[C@@H](CN(C)Cc2ccc(C(=O)O)cc2)[C@H](C)CN([C@H](C)CO)C(=O)c2cc(NC(=O)CCC(F)(F)F)ccc2O1	2	-3	0.2	-2	4	-2[16.7 µM]	-4	21
O=C(C1c2ccccc2C(=O)N2CCc3ccccc3C12)N1CCN(Cc2ccccc2)CC1 (stereo not given)	/	/	/	0	-7	-1	-4	-13
CC(Sc1nc(N)cc(N)n1)C(=O)NCCC1=CCCCC1 (stereo not given)	-10	-7	-0.2	-4	1	/	3	3
CCOC(=O)C1Cn2c(nc3c(c2=O)C(C)(CC)Cc2ccccc2-3)S1 (stereo not given)	/	/	/	-4	-16	2	-2	11
O=C(OCC(=O)c1cccs1)c1ccccc1	/	/	/	0	-6	5	-6	7
N=c1sccn1CC(=O)Nc1cccc(Oc2ccccc2)c1	1	12	/	-7	8	-7	0	-2
N#C[C@H]1[C@@H](c2ccccc2-c2ccccc2)[C@@H](CO)N1c1ncc(-c2ccccc2)s1	0	1	0.0	/	-5	/	/	/
Cc1cc(-c2ccc(C)c(S(=O)(=O)NCCc3ccc(S(N)(=O)=O)cc3)c2)on1	-4	-15	/	-1	4	54	-2	9
CN(CC(=O)Nc1ccc(Cl)c(C(F)(F)F)c1)C(=O)CCCNC(=O)c1ccc(Cl)cc1	-1	3	-0.7	-1	-21	-6	-3	10
Cc1ccc2nc(-c3sc4nc(C)cc(C)c4c3N)[nH]c2c1	/	/	/	2	-24	-21	-14	-2
CCc1cc(C(=O)c2ccccc2OC)c(N)s1	/	/	/	-3	5	-1	-2	7
NC(=O)c1nnn(-c2ccccc2)c1N	2	-9	/	1	-4	-1	-1	-1
N#C[C@@H]1[C@H](c2ccc(-c3ccccc3F)cc2)[C@@H](CO)N1C(=O)Cc1ccccc1	6	-40	-0.1	1	-11	/	5	1
Cc1ccccc1OCC(=O)Nc1ccccc1C(=O)NC1CC1	4	-9	-1.5	7	-16	6	1	7
COc1ccc(CCNC(=O)CSc2nnc(CNc3ccc(Cl)cc3)o2)cc1OC	/	/	/	-2	3	-4	4	5
CC(C)(C)c1ccc(S(=O)(=O)Nc2ccc(C(O)(C(F)(F)F)C(F)(F)F)cc2)cc1	-2	-3	/	-4	-39	103*	3	2
CC1(C)Oc2ccc(NC(=O)C3COc4ccccc4O3)cc2O1 (stereo not given)	/	/	/	2	-1	-20	-4	-4
CCOC(=O)C1(CCOc2ccccc2)CCN(Cc2cccc(F)c2)CC1	-3	-6	/	1	10	0	1	8
N#Cc1c(Nc2cccc(F)c2)sc2c(O)cc(=O)[nH]c12	2	-46	/	/	8	-2	/	/
CN(C(=O)CSc1nnc(C(F)(F)F)n1N)C1CCS(=O)(=O)C1 (stereo not given)	/	-16	-0.5	3	3	-14	2	1
CC(OC(=O)C(C)Oc1ccccc1)C(=O)Nc1ccc(S(=O)(=O)N2CCCCC2)cc1 (stereo not given)	5	-8	1.2	1	7	-4	8	6
O=C(C1CCCO1)N1CCN(C(c2ccccc2)c2ccccc2)CC1 (stereo not given)	/	/	/	-4	-2	2	0	-8
CCc1ccc(NC(=O)C(C)n2nc(C)c([N+](=O)[O-])c2C)cc1 (stereo not given)	0	-28	0.3	/	-5	3	-3	-3

Some entries already given, limited to PGC1a acetyl inh and ERAP1 inh.
Compound | PGC1a acetyl inh | ERAP1 inh
COc1ccc(CCNC(=O)CSc2nnc(CNc3ccc(Cl)cc3)o2)cc1OC | 3 | /
CC(C)(C)c1ccc(S(=O)(=O)Nc2ccc(C(O)(C(F)(F)F)C(F)(F)F)cc2)cc1 | -39 | -2

Continued:
SMILES	ERAP1 inh	RAD52 inh	E-selectin induc	PglD DTNB	PGC1a acetyl inh	miR122 inh	Cneo AK release	RAD54 inh
COc1ccc(-c2nnc3c4ccccc4c(C)nn23)cc1	/	/	/	6	-9	10	-1	1
Cn1nc(-c2ccccc2)c(-c2nc(-c3cccc(C(F)(F)F)c3)no2)c1Cl	4	-2	/	-4	-19	3	-2	1
Cc1cnc(C(=O)Nc2nnc(C3CC3)s2)cn1	/	/	/	-4	6	2	-1	2
COc1ccc(OCC(O)CNC(=O)Nc2ccc(C(C)(C)C)cc2)cc1 (stereo not given)	/	5	/	6	-5	-6	2	0
COc1cccc(NC(=S)NCc2ccccc2)c1	-3	-6	/	-9	/	34	5	-9
C[C@@H]1CCCCO[C@@H](CN(C)S(=O)(=O)c2cn(C)cn2)[C@@H](C)CN([C@@H](C)CO)C(=O)c2cc(NS(=O)(=O)c3ccccc3)ccc2O1	2	-6	-0.1	2	-9	-2[16.7 µM]	-4	1
CN(C)C(=O)c1cccc(-c2ccc([C@H]3[C@H]4CN(CCC(F)(F)F)CCCCN4[C@H]3CO)cc2)c1	-2	4	0.0	0	-3	4[16.7 µM]	-2	3
O=C(CCl)Nc1ccccc1Sc1ccccc1	/	/	/	-1	/	0	2	-1
O=C(C[C@@H]1CC[C@@H](NC(=O)Nc2cc(F)ccc2F)[C@H](CO)O1)Nc1ccccc1	1	8	-0.3	1	-15	/	39	2
O=C(CSc1nc2c(cnn2-c2ccccc2)c(=O)[nH]1)N1CCCCC1	/	-10	0.0	/	-5	2	/	/
COc1ccc(NS(=O)(=O)c2cccc(C(=O)NN=C(C)c3ccco3)c2)cc1	2	-18	-1.2	-2	-5	-4	0	-11
CCOC(=O)N1CCN(C(=O)CN(c2ccc(Oc3ccccc3)cc2)S(C)(=O)=O)CC1	/	/	/	-1	-5	7	8	9

Nothing new here: 9 of the compounds above.
SMILES	ERAP1 inh	RAD52 inh	E-selectin induc	PglD DTNB	PGC1a acetyl inh	miR122 inh	Cneo AK release	RAD54 inh
COc1ccc(-c2nnc3c4ccccc4c(C)nn23)cc1	/	/	/	6	-9	10	-1	1
Cn1nc(-c2ccccc2)c(-c2nc(-c3cccc(C(F)(F)F)c3)no2)c1Cl	4	-2	/	-4	-19	3	-2	1
Cc1cnc(C(=O)Nc2nnc(C3CC3)s2)cn1	/	/	/	-4	6	2	-1	2
COc1ccc(OCC(O)CNC(=O)Nc2ccc(C(C)(C)C)cc2)cc1 (stereo not given)	/	5	/	6	-5	-6	2	0
COc1cccc(NC(=S)NCc2ccccc2)c1	-3	-6	/	-9	/	34	5	-9
C[C@@H]1CCCCO[C@@H](CN(C)S(=O)(=O)c2cn(C)cn2)[C@@H](C)CN([C@@H](C)CO)C(=O)c2cc(NS(=O)(=O)c3ccccc3)ccc2O1	2	-6	-0.1	2	-9	-2[16.7 µM]	-4	1
CN(C)C(=O)c1cccc(-c2ccc([C@H]3[C@H]4CN(CCC(F)(F)F)CCCCN4[C@H]3CO)cc2)c1	-2	4	0.0	0	-3	4[16.7 µM]	-2	3
O=C(CCl)Nc1ccccc1Sc1ccccc1	/	/	/	-1	/	0	2	-1
O=C(C[C@@H]1CC[C@@H](NC(=O)Nc2cc(F)ccc2F)[C@H](CO)O1)Nc1ccccc1	1	8	-0.3	1	-15	/	39	2

(listing goes on)
SMILES	ERAP1 inh	RAD52 inh	E-selectin induc	PglD DTNB	PGC1a acetyl inh	miR122 inh	Cneo AK release	RAD54 inh
O=C(CCN1C(=O)/C(=C\c2ccccc2)SC1=S)NNC(=O)c1ccncc1	/	-12	/	-3	8	1	-1	8
CC(=O)N1N=C(c2ccccc2)CC1c1ccccc1[N+](=O)[O-] (stereo not given)	/	/	10	3	3	5	3	4
CN1C(=O)OC2(C)CCc3ccccc3C12C (stereo not given)	/	/	/	-2	/	2	-1	-7
CCOC(=O)c1csc(Nc2nc3ccc(F)cc3s2)n1	/	/	-1.2	3	-13	2	0	-2
C[C@H]1CN([C@@H](C)CO)C(=O)CCCn2nncc2CO[C@H]1CN(C)C(=O)Cc1ccccc1	-2&2&-4	-11&2&-5	-0.1&-0.1	0&1&3	9&2	-1	0&49&1	-2&-2&-4
CC(C)(C)[C@@H]1COC(=O)[C@H](Cc2ccc(F)cc2)CC/C=C\C[C@@H](CC(=O)N(CCO)Cc2ccccc2)C(=O)N1	-4	0	0.0	0	7	-6	1	3
Cc1ccccc1OCC(=O)N(Cc1nc(-c2ccccc2)no1)C(C)C	/	/	/	-1	-2	-4	1	3
COCCNC(=O)c1ccc(CS(=O)(=O)c2ccc(OC)cc2)o1	-3	-15	/	5	2	-6	-1	-21
COc1ccc(S(=O)(=O)N2CCC(C(=O)NCCC(=O)NCc3ccccn3)CC2)cc1	-5	1	0.6	6	1	1	0	8
C[C@H]1CN([C@@H](C)CO)C(=O)c2cc(NS(=O)(=O)c3ccc(F)cc3)ccc2O[C@@H]1CN(C)Cc1ccncc1	1	1	-2.8	-1	-1	0[16.7 µM]	13	1
O=C1NCN(c2ccccc2)C12CCN(c1nnnn1-c1ccccc1)CC2	/	/	/	-10	2	2	-1	1
O=C(CC1CCCC1)NNC(=O)c1ccc(Br)cc1	1	-4	/	3	5	1	-1	-5
O=C(NC1=NCCS1)c1ccc(N2CCCC2=O)cc1	-3	-12	0.1	/	5	/	/	/
CCCCCC(=O)N1C[C@@H](O)[C@H](n2cc(-c3ccc(F)cc3)nn2)C[C@@H]1c1ccc(OC)cc1	-2	-5	-0.2	/	-1	8	/	/
O=C(CCN1CCCCC1)NCC[C@H]1CC[C@H](NC(=O)Nc2ccc(F)cc2)[C@H](CO)O1	-1	4	0.0	1	15	/	1	11
O=C(Nc1nnc(-c2ccncc2)o1)c1ccccc1F	7	-1	/	0	/	-3	-1	-3
CN(c1ccccc1)S(=O)(=O)c1ccc(C(=O)NCCc2ccc(F)cc2)cc1	0	-12	0.1	/	/	2	/	/
CCC(=O)Nc1ccc2c(c1)OC[C@H](C)N(C(=O)Cc1ccccn1)C[C@@H](C)[C@H](OC)CN(C)C2=O	2	-18	-0.2	3	2	0[16.7 µM]	0	1
C[C@H](CO)N1C[C@H](C)[C@H](CN(C)C)Oc2c(NC(=O)C3CC3)cccc2C1=O	-1	-14	-17	3	0	5[16.7 µM]	-3	0
O=C(CN1C(=O)CSc2ccc(S(=O)(=O)N3CCCCC3)cc21)NCc1ccccc1	1	-21	/	6	/	-1	1	6
COc1ccc(NC(=O)N(C)C[C@H]2Oc3c(NC(=O)c4nc5ccccc5s4)cccc3C(=O)N([C@H](C)CO)C[C@H]2C)cc1	1	1	0.2	-2	14	-2[16.7 µM]	-3	2
O=C(Nc1ccccc1C(=O)O)c1cccc(NS(=O)(=O)c2ccc(Br)cc2)c1	1	-20	/	4	/	-1	-1	7
COc1ccc(N(CC(=O)N2CCN(c3cccc(Cl)c3)CC2)S(=O)(=O)c2c(C)noc2C)cc1	-5	1	/	-2	-7	2	0	-2
COc1ccc(S(=O)(=O)N(C)C[C@H]2Oc3ccc(NC(=O)CCCN(C)C)cc3CC(=O)N([C@@H](C)CO)C[C@H]2C)cc1	-3	6	-0.2	/	4	/	/	/
O=C(CN1CCCCC1)N1CCCc2ccccc21	2	-12	/	-1	4	-1	-1	-2
COC(=O)c1ccccc1NC(=O)c1c(O)c2c([nH]c1=O)CCCC2	/	/	/	1	0	-3	1	-3
O=C(C[C@@H]1CC[C@H]2[C@@H](COC[C@H](O)CN2C(=O)Nc2ccc(C(F)(F)F)cc2)O1)NCCc1ccncc1	1	0	0.0	0	7	-4[16.7 µM]	-2	1
